# Screening results: PubChem, Columbia University Molecular Screening Center
# mHtt clearance: compounds clearing mutant huntingtin protein; HeLa Exon1htt(103Q)mCFP, aggregate imaging; zero = plate's median compound well; inhibition, % at 1.5 µM; 47,000 tested, 0.42% active; AID 853;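 active = inhibition of aggregate fluorescence above about 70%, also judged a hit by eye on the cell image, limit read from the data, passing the limit was not always enough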;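 note: cells exposed to compound for three days before fixation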
# mHtt clearance grain fraction: further read-out of mHtt clearance, marked with its call; fraction fluorescence in grains; measured here: aggregate grain fluorescence fraction; stronger effect = lower value;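 scaled fraction of total cell fluorescence in grains with unit not stated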
# The depositor's hits bear a star.
mHtt clearance,mHtt clearance grain fraction,molecule
-62,28,Cc1ccc(NC2=NCCC2)cc1Cl
36,28,COc1cccc(NC(=O)CCN2CCC(C(N)=O)CC2)c1
-29,26,O=C(O)Cc1ccc(NC(=O)C2CC=CCC2C(=O)O)cc1 (centres undefined)
-22,25,CCCCN1C(=O)C(O)=C(C(C)=O)C1c1ccccc1 (centres undefined)
-49,27,O=C1C(Cl)=C(N2CCCCC2)C(=O)C(Cl)=C1c1cnc(N2CCCCC2)s1
-15,44,Cc1ccc(Nc2ccc([N+](=O)[O-])nc2[N+](=O)[O-])cc1
-14,48,CC1CCCC(C)N1C(=O)CSc1nnc(-c2c[nH]c3ccccc23)o1 (centres undefined)
19,27,COc1ccc(-c2noc(COc3ccc(Cl)c(C)c3)n2)cc1
13,15,COc1ccc(OCC(=O)N2CCN(C(=O)COc3ccccc3)CC2)cc1
20,31,Cc1cc(C(F)F)n2nc(C(=O)Nc3cccnc3Cl)nc2n1
22,30,COc1ccc(NC(=O)CCn2cccc2)cc1
-16,20,CC(=O)N1CC2(C)CN(C(C)=O)CC(C)(C1)C2O (centres undefined)
-19,43,CCOC(=O)c1ccc(CC(=O)c2oc3cc(O)ccc3c2C)o1
10,33,CCc1nnc(NC(=O)C2CCCN2S(=O)(=O)c2ccc(F)cc2)s1 (centres undefined)
34,22,CC(C)C(C(=O)NCC1CCCO1)N(Cc1ccco1)C(=O)CNS(=O)(=O)c1ccccc1 (centres undefined)
63,11,O=C(NC(Cc1ccccc1)C(=O)N1CCCC1C(=O)O)c1ccccc1 (centres undefined)
-4,40,CCN1C(=C2C(=O)c3ccccc3C2=O)C=Cc2ccccc21
25,23,CCOC(=O)c1c(C)[nH]c(C(=O)OC)c1CCC(=O)OC
12,30,Cc1n[nH]c(C)c1S(=O)(=O)N1CCC(C(=O)O)CC1
-44,24,Brc1ccccc1-c1nnc(-c2cccnc2)o1
76*,8.6*,O=C(Cn1nnc(-c2ccccc2Cl)n1)N1CCN(S(=O)(=O)c2ccc(Cl)cc2)CC1
21,32,Cc1ccc(NC(=O)Cn2nc(C)c3ccccc3c2=O)cc1
-14,39,CCCCC(=O)Nc1ccc2oc(-c3cccnc3)nc2c1
-36,58,CCCc1cc(=O)oc2cc3oc(C)c(C)c3cc12
-24,23,COc1cc(-c2noc(-c3ccccc3C(=O)NCc3ccco3)n2)cc(OC)c1OC
57,7.9,COc1ccc(-c2onc3ccc(Cl)cc23)cc1OC
30,22,CC1(C)Cc2c(c(-c3ccco3)nc3n[nH]c(N)c23)CO1
6,30,O=S(=O)(NCCc1cn2ccccc2n1)c1ccc(F)c(C(F)(F)F)c1
13,37,COc1ccc(S(=O)NC2CCCCC2)c(OC)c1C (centres undefined)
-5,24,Cc1noc(COc2ccccc2OCC(O)CNC(C)(C)C)n1 (centres undefined)
18,16,CC12CN3CC(C)(CN(C1)C3c1ccc(Br)cc1)C2 (centres undefined)
-13,49,c1ccc(COn2c(-c3ccccc3)nc3c2CCc2nonc2-3)cc1
10,17,Cc1nc(-c2cccc(-c3noc(C)n3)c2)no1
-63,33,CSC(=O)CC(=O)NC(=O)c1ccccc1
-15,49,COC(=O)[C@H](CCSC)NC(=O)NCc1cccs1
-22,21,CCCCCn1c(CN2CCN(C(=O)OCC)CC2)nc2c1c(=O)n(C)c(=O)n2C
-6,41,O=C(COC(=O)C1(c2ccc(F)cc2)CCCC1)N1CCOCC1
49,10,Nc1ccc[n+](Cc2ccccn2)c1
11,31,CCCN1Cc2cccc(C(N)=O)c2C1=O
21,32,O=C(NCc1ccccn1)c1cn(CCc2ccccc2)nn1
-42,24,Cc1nc(N)[nH]c(=O)c1CCC(=O)OCC(C)C
64,7.6,CCC(C)[C@H](NC(=O)N1CCCC1)C(=O)O (some centres undefined)
74*,11*,CC1=C(C(=O)OCc2ccc3c(c2)OCO3)C(c2ccccc2)NC(=O)N1 (centres undefined)
26,15,NC(=O)C1CCN(c2nc(-c3ccccc3)nc3c2oc2ccccc23)CC1
31,13,Cn1c(SC/C=C/c2ccccc2)nnc1-c1cnccn1
20,15,O=C(CCn1c(=O)c2sccc2n(Cc2cc(=O)n3ccccc3n2)c1=O)NCc1ccco1
3,19,CCCCNC(=O)c1ccccc1NC(=O)c1ccccc1N(C)S(C)(=O)=O
24,34,Cc1cccc(N2CCN(C(c3cccs3)c3nnnn3C(C)(C)C)CC2)c1C (centres undefined)
2,39,O=C(Nc1ccc(Oc2ccccc2)cc1)C1CCN(c2c3c(nc4ncnn24)CCC3)CC1
-24,22,COC(=O)c1sc(S(=O)(=O)N2CCN(c3ccc(OC)cc3)CC2)c(C(=O)OC)c1C

# Compounds above that contain bromine, in the order listed:
mHtt clearance,mHtt clearance grain fraction,molecule
-44,24,Brc1ccccc1-c1nnc(-c2cccnc2)o1
18,16,CC12CN3CC(C)(CN(C1)C3c1ccc(Br)cc1)C2 (centres undefined)

# Next part
mHtt clearance,mHtt clearance grain fraction,molecule
10,39,CCOC(=O)N1CCN(Cc2nc3c(c(=O)n(C)c(=O)n3C)n2CCCc2ccccc2)CC1
6,20,COc1ccccc1-c1nnc2sc(COc3ccc(Cl)cc3Cl)nn12
17,28,COc1cc(C(=O)Nc2ccc(NC(=O)C3CC3)nc2)cc(OC)c1OC
-22,39,Cc1nc2nc(C)c(CCC(=O)N3CCN(c4ccccc4)CC3)c(C)n2n1
29,12,Cc1cc(NC(=O)CSc2nc3ccccc3[nH]2)no1
37,11,CC1(C)CC(=O)C(C(c2ccco2)C2C(=O)CC(C)(C)CC2=O)C(=O)C1
20,14,CCOc1ccc(OCc2ccc(C(=O)Nc3ccc(Cl)cn3)o2)cc1
1,34,O=C1NCC(COCC2CC=CCC2)O1 (centres undefined)
26,25,O=C(O)C1CCCN(S(=O)(=O)c2ccc(Cl)s2)C1 (centres undefined)
26,27,COC(=O)C1C(=O)N2CCCSC2=C(C#N)C1c1cccs1 (centres undefined)
8,43,CCCCNC(=O)CS(=O)Cc1nc(-c2cccc(C)c2)oc1C (centres undefined)
-8,32,N#CCCN(C(=O)COC(=O)c1ccc2c(c1)NC(=O)CS2)c1ccc2c(c1)OCCO2
-43,60,CS(=O)(=O)N(Cc1ccc(Cl)cc1)c1ccc(C(=O)Nc2cccnc2)cc1
46,10,O=C(CSc1ncnc2nc[nH]c12)c1ccc2ccccc2c1
4,19,CC(C)CNC(=O)c1cccc(C(=O)NCC(C)C)c1
50,16,c1ccc(N2CCN(c3cnccn3)CC2)nc1
60,12,Nc1cc(=O)[nH]c(SCC(=O)NCC2CCCO2)n1 (centres undefined)
38,13,CCC(C)(C)n1nnnc1C(c1ccccc1F)N1CCC(C(N)=O)CC1 (centres undefined)
-9,57,COC(=O)c1cc(=O)n(Cc2ccco2)c(=Nc2ccc(F)c(Cl)c2)s1
-50,30,COc1ccccc1NC(=O)CSc1nnnn1Cc1ccccc1
21,16,CCC(C)(C)NC(=O)CN(C(=O)CNS(=O)(=O)c1ccccc1)c1ccccc1
32,23,Cc1nn(C)cc1CNC(=O)c1cc2n(n1)C(C(F)(F)F)CC(c1cccs1)N2 (centres undefined)
31,14,O=C(NC(Cc1ccccc1)C(=O)O)c1ccc(S(=O)(=O)N2CCOCC2)cc1 (centres undefined)
-20,23,COc1ccc(OC)c(NC(=O)CSc2nnc(N)s2)c1
-14,45,Cc1cc(C)n2nc(C(=O)NCc3ccccc3)nc2n1
24,14,CC1CCN(c2ncnc3ccccc23)CC1
-92,100,COc1ccc(NC(=O)c2cc3ccccn3n2)cc1
-4,22,CCOC(=O)C(C(=O)NCc1ccc(F)cc1)c1ncc(C(F)(F)F)cc1Cl (centres undefined)
30,12,Nc1nonc1-c1nc2ccccc2[nH]1
-60,63,N#Cc1nc(-c2ccco2)oc1NCCN1CCOCC1
13,32,Cn1c(=O)c2c(nc(Br)n2CCc2ccccc2)n(C)c1=O
-40,29,CCS/C(N)=N/N=C/c1cc(C)ccc1O
21,27,CC1=NC(C)Cc2ccccc21 (centres undefined)
18,35,Cc1cc(N2CCN(c3ccccn3)CC2)n2c(nc3ccccc32)c1C#N
9,18,COC(=O)c1cccc(-n2cnnn2)c1
10,16,COc1ccc(C(=O)Oc2cccnc2)cc1
-41,27,CCCn1c(SCC(=O)Nc2ccc(OCC)cc2)nnc1C(C)C
-26,45,CCc1ccccc1NC(=O)c1cc(-c2cccc(O)c2)on1
-5,35,Cc1ccc(C(=O)N(CC(=O)NC2CCCC2)Cc2cccs2)s1
-9,31,COc1ccccc1OCC(=O)N1CC2(C)CC1CC(C)(C)C2 (centres undefined)
-32,24,CC(C)(C)OC(=O)N1CCCC1C(=O)NC(Cc1ccccc1)C(=O)O (centres undefined)
-18,40,C/C(=N\Nc1nccnc1Cl)c1ccc([N+](=O)[O-])cc1
-1,23,COC(=O)c1c(C)oc2c1cc(NS(=O)(=O)c1cccs1)c1ccccc12
-51,51,CC1CN(C(=O)c2ccccc2)OC(c2ccc3c(c2)OCO3)O1 (centres undefined)
40,11,CCn1c(=O)c(C(=O)Nc2ccccc2C)c(O)c2ccccc21
-32,56,Cc1c(CN2CCC(C)CC2)c(=O)n(-c2ccccc2)n1C
-14,42,CCN(CC)CCNc1nc2c(c(=O)[nH]c(=O)n2C)n1CC(O)COc1ccc(Cl)cc1Cl (centres undefined)
0,38,COc1ccc(Nc2nc(CC(C)=O)ns2)cc1OC
-224,138,CC(=O)NC1CC2CCC(C1)N2Cc1ccc(C)cc1 (centres undefined)
49,21,CCOC(=O)N1CCC(N2Cc3cccc(C(=O)NCC4CCN(CC(C)C)C4)c3C2=O)CC1 (centres undefined)

# Grouped by structure, the entries above containing a nitro group on carbon.
mHtt clearance,mHtt clearance grain fraction,molecule
-15,44,Cc1ccc(Nc2ccc([N+](=O)[O-])nc2[N+](=O)[O-])cc1
-18,40,C/C(=N\Nc1nccnc1Cl)c1ccc([N+](=O)[O-])cc1

# (more compounds)
mHtt clearance,mHtt clearance grain fraction,molecule
-2,16,O=C(O)CN1C(=O)SC(Nc2ccc(C(=O)O)cc2)C1=O (centres undefined)
26,27,CCn1c(CNC(=O)c2cccs2)nnc1SCC(=O)NCCc1ccccc1
38,22,COc1ccc(-c2noc(CCC(=O)NC3CCCCC3)n2)cc1OC
-20,24,COc1ccc(-c2cc(C(=O)Nc3cc(OC)c(OC)c(OC)c3)no2)cc1OC
-215,97,COC(CNC(=O)c1ccc2c(c1)nc(C)n2-c1cccc(F)c1)OC
11,16,Cc1cc(NC(=O)CSc2nc(-c3ccccc3)cs2)no1
-58,57,CCS(=O)(=O)c1ccc(O)c(NC(=O)Nc2ccccc2)c1
-5,38,COc1ccc(N(CC(=O)Nc2ccc3c(c2)OCO3)S(C)(=O)=O)c(OC)c1
39,24,CN1c2ccccc2C(C)(C)C12C=Nc1c(ccc3ccccc13)O2 (centres undefined)
-72,37,CCn1c(SCC(=O)NC(C)(C)C)nnc1-c1ccccn1
-38,55,CCOc1c(C(N)=O)c(-c2ccccc2)c2c(=O)[nH]c3ccccc3n12
-16,45,COc1ccc(OCCOC(=O)c2cccs2)cc1
-6,21,COc1cc2cnncc2cc1OC
28,15,Cn1c(CSc2ccccc2)c(C#N)c2ccccc21
66,6.8,CCCOc1ccc(-c2nnc(N)s2)cc1
-24,26,CCCCC(C(=O)OCC(=O)c1ccc(OC)cc1)N1C(=O)c2ccccc2C1=O (centres undefined)
-16,50,Cc1cn(S(=O)(=O)c2ccc(Br)c3ccccc23)cn1
15,15,COc1ccccc1-c1noc(CCC(=O)Nc2ccccc2Cl)n1
-6,22,O=C(CC1SCCNC1=O)Nc1cc(Cl)cc(Cl)c1 (centres undefined)
-19,46,Clc1ccc(-c2nnc3n2CCCS3)cc1
54,8.9,C=CCn1c(SCC(N)=O)nnc1-c1cc(Br)ccc1O
33,24,Cc1c(-c2ccccc2)nc(N)c(C#N)c1-c1ccco1
15,29,O=C(CSc1ncnc2nc[nH]c12)N1CCN(c2ccccc2)CC1
-4,48,CCc1ccccc1N(CC(=O)N1CCN(c2ccccc2F)CC1)S(C)(=O)=O
-8,19,CCOc1ccc(NC(=O)C/C(N)=N/O)cc1
-54,46,COc1nc2ccc(C)cc2cc1-c1noc(-c2ccccc2)n1

# Of the compounds above, these contain an aryl thioether with sulfur outside any ring:
mHtt clearance,mHtt clearance grain fraction,molecule
-14,48,CC1CCCC(C)N1C(=O)CSc1nnc(-c2c[nH]c3ccccc23)o1 (centres undefined)
31,13,Cn1c(SC/C=C/c2ccccc2)nnc1-c1cnccn1
29,12,Cc1cc(NC(=O)CSc2nc3ccccc3[nH]2)no1
46,10,O=C(CSc1ncnc2nc[nH]c12)c1ccc2ccccc2c1
60,12,Nc1cc(=O)[nH]c(SCC(=O)NCC2CCCO2)n1 (centres undefined)
-50,30,COc1ccccc1NC(=O)CSc1nnnn1Cc1ccccc1
-20,23,COc1ccc(OC)c(NC(=O)CSc2nnc(N)s2)c1
-41,27,CCCn1c(SCC(=O)Nc2ccc(OCC)cc2)nnc1C(C)C
26,27,CCn1c(CNC(=O)c2cccs2)nnc1SCC(=O)NCCc1ccccc1
11,16,Cc1cc(NC(=O)CSc2nc(-c3ccccc3)cs2)no1
-72,37,CCn1c(SCC(=O)NC(C)(C)C)nnc1-c1ccccn1
28,15,Cn1c(CSc2ccccc2)c(C#N)c2ccccc21
54,8.9,C=CCn1c(SCC(N)=O)nnc1-c1cc(Br)ccc1O
15,29,O=C(CSc1ncnc2nc[nH]c12)N1CCN(c2ccccc2)CC1

# An excerpt, so the mix of outcomes need not match the whole.
